Assay outcomes as filed in PubChem BioAssay.
Epigenetic reg: derepresses silenced GFP reporter in murine cells | murine LDR cells, GFP reporter derepression, 30 h | 280,000 tested, 0.2% active | AID 1865 | Potency, µM (doses to about 53.9 µM), for the others: top-dose GFP activation, hits mostly activators; also: potency is read from the fitted curve at half-maximal effect; % of control where 0% means no effect; nearly all actives have a fitted effect of over 60% in size
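Reporter derepression read as number of fluorescent GFP-positive objects, 20-120 um in size, counted by laser-scanning cytometer. Mouse LDR line with an epigenetically silenced CMV-GFP locus; compound incubation 30 h, 37 C.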
Tau fluor counter: counter-screen for tau fibril formation inhibitors. tau K18 P301L Alexa594 fluorescence, heparin fibrillization. Potency, µM (titrated, usually from 57.7 µM), for the others: at the top dose activity change, negative = decrease. 280,000 tested, 0.93% active. AID 1463; also: potency is read from the fitted curve at half-maximal effect; % is scaled to controls: 0 for no effect and ±100 for the full control effect; nearly all actives have a fitted effect of over 55% in size
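Human tau K18 P301L (15 uM unlabeled, 0.24 uM Alexa 594-labeled) in 100 mM sodium acetate pH 7 with 20 uM heparin, 6 hr at 37 C. ThT 30 uM added, 1 hr ambient; Alexa 594 FP and total fluorescence read at 555/632 nm.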
TRb-SRC2 inh: disrupts binding of human TR beta to SRC2. AID 1469. Potency, µM (top dose mostly 106 µM), inactives show at the top dose activity change, negative = inhibition, actives largely listed as inhibitors. TRbeta-SRC2 peptide binding, fluorescence polarization; receptor liganded with 1 µM T3. 280,000 tested, 0.065% active. P10828;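 also: potency is read from the fitted curve at half-maximal effect; plate controls were bound peptide for no effect and peptide without receptor for full effect; nearly all actives have a fitted effect of over 50% in size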
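Quantitative HTS by FP: 0.6 uM TRb LBD, 20 nM labeled SRC2 20-mer, 1 uM T3, 5% DMSO; 5 hr ambient incubation; % activity per concentration and potencies from concentration series.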
TR SRC2 fluor cs: counter-screen for TRb-SRC2 inhibitors: fluorescence interference. TRb/SRC2 Texas Red total fluorescence interference. Potency, µM (titrated, usually from 106 µM), without a hit: at the highest dose fluorescence change, negative = quenching. 280,000 tested, 0.29% active. AID 1479; active = well fitted curve in either direction with a large enough effect; inconclusive = small, poorly fitted or top-dose-only effect; also: potency is read from the fitted curve at half-maximal effect; % is scaled to controls: 0 for no effect and ±100 for the full control effect
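Flags fluorescent or light-absorbing compounds by total fluorescence, S + 2P, at 555 nm excitation and 632 nm emission. Mixture: 20 nM Texas Red SRC2 peptide, 0.6 uM human TRb LBD, 1 uM T3, 5% DMSO; compound exposure 5 h at ambient temperature.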
Tau fibril FP: blocks human tau fibril formation measured by polarization; K18 P301L tau heparin fibrillization, Alexa594 FP, 6 h; Potency, µM (doses to about 57.7 µM), without a hit: at the top dose activity, negative = inhibition, usual class: inhibitors; 280,000 tested, 0.39% active; P10636; AID 1468; also: potency is read from the fitted curve at half-maximal effect; % is scaled to controls: 0 for no effect and ±100 for the full control effect; nearly all actives have a fitted effect of over 55% in size
Target sequence (P10636 561-689 P618L limits assumed): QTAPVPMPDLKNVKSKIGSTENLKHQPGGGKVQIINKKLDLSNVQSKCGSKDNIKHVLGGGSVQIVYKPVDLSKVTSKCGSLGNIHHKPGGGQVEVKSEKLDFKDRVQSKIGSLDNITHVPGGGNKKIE
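Heparin (20 uM) drove fibril formation of recombinant tau K18 P301L, 15 uM unlabeled with 0.24 uM Alexa 594 label, for 6 hr at 37 C in 100 mM sodium acetate pH 7. Fluorescence polarization (555/632 nm) read 1 hr after 30 uM ThT.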
NPSR antagonist: antagonists of human neuropeptide S receptor cAMP signaling | 220,000 tested, 1% active | Potency, µM (doses to about 38.3 µM), inactives show top-dose activity change, negative = inhibition, usual class: inhibitors | Q6W5P4 | CHO-NPSR cells, cAMP TR-FRET, antagonist mode; also: potency is read from the fitted curve at half-maximal effect; % is scaled to controls: 0 for no effect and ±100 for the full control effect; nearly all actives have a fitted effect of over 50% in size; many of its hits are not listed in these tables
aGal spleen mod: inhibits or activates alpha-galactosidase in human spleen homogenate; P06280; human spleen homogenate, 4MU-alpha-Gal fluorescence, 40 min; Potency, µM (doses to about 80 µM), without a hit: at the top dose activity change, negative = inhibition, usual class: inhibitors; 240,000 tested, 0.008% active; AID 2107;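 also: potency is read from the fitted curve at half-maximal effect; 0% = enzyme with vehicle and -100% = no enzyme basal signal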
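Human spleen homogenate (1 ug) as enzyme source, 4-methylumbelliferyl-alpha-D-galactopyranoside 1 mM final, citrate/phosphate pH 5.0 with 0.01% Tween-20. Compounds 40 min at 37C, NaOH/glycine stop; fluorescence Ex 365/Em 440, Hill-fit AC50.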
CBFb-RUNX1 inh: inhibitors of human CBF-beta and RUNX1 interaction; Q01196+Q13951; AlphaScreen CBFb-His/RUNX1-biotin binding, biochemical; Potency, µM (titrated, usually from 59.8 µM), for inactives: top-dose activity, negative = inhibition, usual class: inhibitors; 230,000 tested, under 10 active; also: % of control where 0% means no effect
Target sequence (Q01196 whole entry, looked up): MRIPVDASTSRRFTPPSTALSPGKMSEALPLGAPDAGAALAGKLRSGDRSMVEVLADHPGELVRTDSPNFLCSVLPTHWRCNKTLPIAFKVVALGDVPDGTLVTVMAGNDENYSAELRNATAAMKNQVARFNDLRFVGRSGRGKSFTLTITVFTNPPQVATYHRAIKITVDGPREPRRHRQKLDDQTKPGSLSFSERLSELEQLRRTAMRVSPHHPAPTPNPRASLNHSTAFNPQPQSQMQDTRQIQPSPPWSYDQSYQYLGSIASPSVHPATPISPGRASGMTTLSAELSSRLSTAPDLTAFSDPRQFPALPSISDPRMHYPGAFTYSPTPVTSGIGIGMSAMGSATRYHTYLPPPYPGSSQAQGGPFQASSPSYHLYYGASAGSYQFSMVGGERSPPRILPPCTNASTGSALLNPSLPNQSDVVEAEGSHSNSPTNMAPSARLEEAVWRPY
Target sequence (Q13951 whole entry, looked up): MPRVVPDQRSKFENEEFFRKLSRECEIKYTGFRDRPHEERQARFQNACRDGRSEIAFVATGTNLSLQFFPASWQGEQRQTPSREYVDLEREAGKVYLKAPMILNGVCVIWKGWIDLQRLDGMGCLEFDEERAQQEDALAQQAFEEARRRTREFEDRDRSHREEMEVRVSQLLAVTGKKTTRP
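Interaction loss through any mechanism counts as activity. Pre-formed complex of His-CBF-beta and biotin-RUNX1 (30 nM apiece) is incubated with compound 15 min, then with 50 ng nickel and 50 ng streptavidin beads for 90 min before AlphaScreen detection.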
An asterisk follows results filed as active; ? = inconclusive; / = no result given; & = joins results of further samples; [ ] = remark or other dose. Unless noted, calls follow the shape of the dose curve; as a rule, active = well fitted curve in the direction sought with a large enough effect; inconclusive = small, poorly fitted or top-dose-only effect, or another doubt; inactive = no such curve, though single readings can be large; an effect the other way counts as inactive or inconclusive. These rows are one share of the data, so the mix of outcomes need not match the whole.

SMILES,Epigenetic reg,Tau fluor counter,TRb-SRC2 inh,TR SRC2 fluor cs,Tau fibril FP,NPSR antagonist,aGal spleen mod,CBFb-RUNX1 inh
CC(=O)c1sc(-c2cccc(Cl)c2)nc1C,-0.5%,-2%,-6%,-1%,0%,12%,-1%,16%
COC(=O)c1cccc(NC(=O)/C=C/c2ccc([N+](=O)[O-])cc2)c1,2.1%,?,-5%,-35%,-3%,-5%,-5%,-10%
COc1ccc(C(=O)NCC2(c3ccccc3)CCOCC2)cc1,0.0%,3%,-3%,-7%,1%,7%,15%,18%
CCc1nn(CC(=O)Nc2ccc(NC(C)=O)cc2)c(=O)c2cc3sccc3n12,?,4%,-9%,-4%,1%,/,/,/
COc1ccc(CCNC(=O)c2cc(Nc3ccccc3)nc3ccccc23)cc1OC,-2.7%,?,-18%,0.0008µM*[quencher],?,/,/,/
CCOC(=O)c1ccc(Nc2nc3nonc3nc2Nc2cccc(C)c2C)cc1,-0.1%,?,4%,-1%,?,/,/,/
CCS(=O)(=O)c1ccc(O)c(NC(=O)Nc2ccc(C(C)(C)C)cc2)c1,-0.7%,?,-9%,-2%,-5%,-47%,2%,4%
Cc1cc(C)c2c(=O)cc(C(=O)Nc3ccc(S(=O)(=O)N(C)Cc4ccccc4)cc3)oc2c1,0.0%,-18%,10%,-13%,?,/,/,/
O=C(Cc1ccc(S(=O)(=O)N2CCCC2)s1)N1CCN(c2ccccc2)CC1,-0.2%,-11%,3%,-6%,0%,-10%,3%,-16%
Cc1cc(C)cc(C(=O)OCC(=O)NCC(F)(F)F)c1,-0.6%,7%,-4%,1%,-1%,13%,11%,6%
N#Cc1cc(Oc2ccccc2)c(-n2nnc3ccccc32)cc1C#N,1.2%,9%,1%,-3%,7%,-9%[46.1 µM],0%,16%
CCC(Sc1ncnc2sc3c(c12)CCCC3)C(=O)OCC(C)C (stereo unspecified),0.2%,-11%,4%,-6%,-7%,/,/,/
COc1ncccc1C(=O)N1CCCC(C(=O)c2cccc(OC(C)C)c2)C1 (stereo unspecified),-1.1%,-8%,0%,2%,-4%,-14%,4%,-1%
Cn1c(Cc2ccccc2)nnc1SCC(=O)c1ccc(Br)s1,?,-11%,-5%,1%,-14%,-17%[46.1 µM],10%,-2%
Cc1cccc(NC(=S)N(CCN(C)C)C(C)c2cccnc2)c1 (stereo unspecified),2.2%,-4%,-2%,2%,0%,-1%,-7%,1%
CC(=O)c1c(C)n(-c2ccc(Cl)cc2)c2ccc(OC(=O)COc3ccccc3)cc12,7.9%,-15%,-4%,3%,1%,/,/,/
CC(C)=CCc1c2c(c3occ(-c4ccc(O)cc4)c(=O)c3c1O)C=CC(C)(C)O2,-0.5%&1.7%,3.2µM*[quencher],8%&10%,0%&-2%,22µM*,?,8%&-16%,-26%&-7%
CCCCn1c(SCc2ccc(C(=O)OC)o2)nc2cc(S(N)(=O)=O)ccc21,2.9%,-3%,-29%,5%,-2%,-22%[46.1 µM],-2%,-14%
CC1CCN(S(=O)(=O)c2ccc3c(ccn3CCC(=O)NCc3ccccc3F)c2)CC1,-0.9%,-24%,-7%,1%,4%,/,/,/
COc1ccccc1-c1cn[nH]c1-c1ccc(OCc2ccccc2F)cc1O,0.4%,10µM*[quencher],6%,-4%,?,?,6%,-15%
COc1ccc(/C=C2/SC(=O)N(NS(=O)(=O)c3ccccc3)C2=S)cc1OC,1.0%,-8%,2%,-3%,-1%,-27%[46.1 µM],-13%,-12%
Cc1ccc2c(CC(=O)O)coc2c1,0.2%,8%,-4%,0%,?,0%[46.1 µM],12%,6%
CC(=O)c1ccc(N2CCN(S(=O)(=O)c3c(C)[nH]c(=O)[nH]c3=O)CC2)cc1,0.0%,6%,0%,0%,3%,16%,8%,3%
Cc1ccc2oc(=O)c3cc(C(=O)Nc4ccc(F)cc4F)sc3c2c1,5.5%,4%,-3%,0%,-3%,/,/,/
Cc1cc(C)nc(/N=C(\N)Nc2ccc3c(c2)OCCO3)n1,14%,4%,4%,-3%,2%,14%,2%,-2%
Cc1cc(S(=O)(=O)Nc2ccccc2C)ccc1F,-2.0%,-5%,-17%,-3%,2%,-4%[46.1 µM],0%,1%
Brc1csc(/C=N/Nc2nc3ccccc3s2)c1,15%,7.9µM*[quencher],-2%,1%,-6%,-22%,1%,-1%
CCCC(c1nnnn1Cc1ccco1)N1CCN(C2CCCC2)CC1 (stereo unspecified),0.0%,5%,2%,-6%,4%,2%[46.1 µM],19%,4%
Cc1ccc2[nH]c(=O)c(CN(CCCN3CCOCC3)Cc3nnnn3C3CCCC3)cc2c1,3.1%,-4%,-3%,-1%,7%,-29%[46.1 µM],-2%,2%
O=C(Nc1ccc(F)cc1F)c1ccc(-n2cncn2)nc1,5.6%,-6%,5%,1%,2%,-3%[46.1 µM],1%,-2%
Cn1c(-n2cccc2)c(-c2c(-c3ccccc3)[nH]c3c2c(=O)[nH]c(=O)n3C)c(=O)[nH]c1=O,-3.2%,-13%,2%,3%,-1%,/,/,/
O=C(NCc1ccccn1)c1ccc(CNS(=O)(=O)c2cccc(C(F)(F)F)c2)cc1,-2.0%,5%,-10%,-1%,11%,-4%,-4%,11%
O=C(CSc1ncc(CO)n1Cc1ccc(Cl)cc1)NCc1ccc(F)cc1,0.0%,-2%,4%,1%,-2%,/,/,/
CCOC(=O)COc1ccc(S(=O)(=O)c2ccc(OCC(=O)OCC)cc2)cc1,-1.4%,-14%,9%,2%,4%,?,11%,-4%
CCOC(=O)c1[nH]c(C)c(/C(O)=C2\C(=O)C(=O)N(CCN(C)C)C2c2ccco2)c1C (stereo unspecified),1.0%,-4%,0%,-2%,0%,-1%[46.1 µM],5%,5%
COc1cccc(NC(=O)c2oc3ccccc3c2NC(=O)c2ccccc2C)c1,-3.3%,?,-10%,1%,?,/,/,/
COc1ccc(OCC(O)Cn2c(=N)n(CCN3CCCCC3)c3ccccc32)cc1 (stereo unspecified),-10%&-0.7%,3%&3%,3%&-1%,1%&-1%,-1%&4%,11%[46.1 µM],3%,3%
Cc1ccc(-n2nnnc2SCC(=O)NC(=O)Nc2ccc3c(c2)OCCO3)cc1,1.5%,?,-6%,-8%,-12%,-22%[46.1 µM],-5%,-3%
O=C1C(c2ccc(C(F)(F)F)cc2)=C(Nc2ccc(Cl)cc2)c2ccccc21,9.6%,?,-3%,-1%,-8%,/,/,/
CCOC(=O)c1oc2ccc(CNC(C)(C)C)c(Cl)c2c1C,-1.0%,0%,-17%,-1%,-4%,13%,6%,1%
COc1ccc(-c2cc(=O)c3cc(OC)c(OC)cc3[nH]2)cc1,3.8%,-9%,5%,-2%,10%,10%,-2%,-2%[2.36 µM]
C=CCOC(=O)COCCC(C)C,/,/,8%,-3%,/,/,-14%,1%[21.7 µM]
O=C(COc1ccccc1F)Nc1nnc(SCc2cc(=O)n3ccccc3n2)s1,1.0%,-1%,-8%,-1%,4%,/,/,/
O=C(/C=C/c1cccc([N+](=O)[O-])c1)N1CC[C@@]2(O)CCCC[C@H]2C1,-0.1%,-2%,2%,-5%,3%,-7%,-3%,8%
CCOC(=O)c1ccc(-n2c(CN3CCN(CC)CC3)nc3ccc([N+](=O)[O-])cc3c2=O)cc1,-1.1%,-13%,-6%,-1%,-7%,-9%,0%,-6%
CN(c1ccc(OCC(=O)NC2CCCC2)cc1)S(=O)(=O)c1cccs1,-0.3%,-15%,-1%,2%,-3%,-3%[46.1 µM],-1%,5%
CC(=O)c1ccccc1NC(=O)COC(=O)CCCN1C(=O)c2cccc3cccc(c23)C1=O,2.6%,-20%,-6%,-1%,0%,-22%,-3%,-12%
Cc1cc(Br)c(NC(=O)CN(C)CCOc2ccccc2)c(Br)c1,-1.3%,-5%,5%,-2%,6%,-33%,5%,11%
Cn1c(O)c(/C=C2\C=Nc3ccccc32)sc1=Nc1ccc(C(=O)O)cc1,1.0%,-26%,4%,-5%,9%,-18%,-7%,0%
Cc1noc(C)c1S(=O)(=O)N1CCCC(C(=O)Nc2ccc(Cl)cn2)C1 (stereo unspecified),-2.3%,-10%,1%,-1%,6%,-17%[46.1 µM],-4%,-2%
CS(=O)(=O)n1nc(-c2ccc(Cl)cc2)nc1N,-1.1%,-15%,-6%,-6%,-11%,-7%,-1%,8%
O=C(NN1C(=O)CSC1=S)C(=O)NN1C(=O)CSC1=S,-1.1%,-4%,12%,0%,-8%,19%,4%,/
O=C(c1ccc(F)cc1)n1nc(-c2cccnc2)nc1NCc1ccc(F)cc1,-1.9%,-24%,-4%,4%,-1%,/,/,/
CCCCOCP(=O)(CCCC)COCCCC,-2.0%,-3%,-4%,-2%,2%,-8%[46.1 µM],0%,8%
Cc1ccc(NC(=O)/C(=C\c2cccnc2)NC(=O)c2ccco2)cc1,-1.2%,11%,-4%,-1%,3%,-12%[46.1 µM],-18%,17%
CC(C)OC(=O)CSc1nnc(-c2ccc(Cl)cc2Cl)n1N,0.0%,-7%,-1%,-1%,-9%,-13%[46.1 µM],-3%,2%
COc1cccc(C(=O)NCCC2=CCCCC2)c1,8.4%,-8%,-8%,-1%,-5%,-2%[46.1 µM],9%,5%
Cn1nc(C(F)(F)F)c(C(=O)Nc2ccc(F)cc2F)c1Sc1ccc(C(F)(F)F)cc1,1.3%,-15%,-2%,-4%,-19%,?,5%,7%
COc1ccc(NC(=O)/C(=C\c2cccnc2)NC(=O)c2cccs2)cc1,-1.1%,-7%,5%,8%,-2%,14%,-3%,-1%
